ARFGAP1 inhibitor: rat ARFGAP1 inhibition; Q62848; Arfgap1-stimulated ARF1 GTP hydrolysis, GDP FP detection; inhibition, % at 16.5 µM; 360,000 compounds, 0.26% hits; AID 651572;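 active means inhibition above a per-plate limit, mean inhibition of low control wells plus 3 SD, cut at about 25% in these data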;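 further: 0% = DMSO wells with enzyme and 100% = wells lacking Arfgap1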
Target sequence (Q62848 1-136 limits assumed): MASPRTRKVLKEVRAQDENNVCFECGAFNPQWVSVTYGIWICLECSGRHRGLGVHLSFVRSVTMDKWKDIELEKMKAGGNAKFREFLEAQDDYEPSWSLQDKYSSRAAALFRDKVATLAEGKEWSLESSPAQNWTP
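Material: rat Arfgap1 GAP domain (His6, aa 1-136), purified enzyme. Also added: human ARF1(Δ1-17)-GTP substrate. Compound dosing: 16.5 µM single point, 1.26% DMSO. Timing: enzyme reaction 120 min at 25 °C after 20 min preincubation. Signal: GDP detection by fluorescence polarization. Read-out basis: percent inhibition of GAP-stimulated GDP formation, scaled between DMSO and no-Arfgap1 medians.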
NPR1 activator: GC-A (human) enzyme activation | HEK293 GC-A cells, cGMP TR-FRET, EC30 ANP; 0% at EC30 ANP, 100% saturating ANP | activation, % at 10 µM | 370,000 compounds, 0.14% hits | AID 1671463; in the data active means activation above about 40%
rCAG RNA binder: molecules binding r(CAG) RNA repeats; r(CAG) RNA repeat, TO-PRO-1 dye displacement fluorescence; inhibition, % at 3 µM; 370,000 compounds, 1.3% hits;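 active means inhibition above the plate cutoff, the mean of all test compounds on that plate plus 3 SD, cut at about 35% in these data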;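 further: 0% = DMSO alone and 100% = 100 µM mitoxantrone as full dye displacement; higher means more dye released from RNA so lower well fluorescence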
KLK7 zymogen act: activates the human kallikrein-7 zymogen. P49862. AID 652039. 370,000 compounds, 0.9% hits. activation, % at 7 µM. purified proKLK7, EDANS-DABCYL substrate fluorescence; 100% is mature enzyme control, 0% vehicle;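 active means activation above the mean of all tested compounds plus 3 SD, computed per campaign excluding outliers beyond control limits, cut at about 13% in these data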
Target sequence (P49862 whole entry, looked up): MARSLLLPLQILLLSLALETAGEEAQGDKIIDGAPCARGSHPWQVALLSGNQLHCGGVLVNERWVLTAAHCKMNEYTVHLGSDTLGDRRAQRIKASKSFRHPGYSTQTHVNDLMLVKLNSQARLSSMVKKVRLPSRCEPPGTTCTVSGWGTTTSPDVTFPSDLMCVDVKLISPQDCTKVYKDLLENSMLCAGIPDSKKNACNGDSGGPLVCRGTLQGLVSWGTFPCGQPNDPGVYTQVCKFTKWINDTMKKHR
GAA850 FXN act: increases GAA850 frataxin promoter reporter activity. 360,000 compounds, 0.56% hits. activation, % at 6 µM. HEK293 lucGAA850 FXN promoter luciferase reporter, 24 h; percent of 10 µM SAHA response;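 active means activation above the average of all compounds screened plus 3 SD, cutoff fixed separately per campaign, cut at about 7.5% in these data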;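 further: 0% = DMSO wells and 100% = 10 µM SAHA wells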
sPLA2-III inh: Blocks human group III sPLA2 activity | inhibition, % at 12.2 µM | 370,000 compounds, 0.56% hits | QFRET BODIPY PC-A2 liposome hydrolysis, fluorescence | Q9NZ20;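 active means inhibition above mean plus 3 SD of compounds lying within the high and low control bounds, cut at about 19% in these data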;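 further: 0% = median of test compound wells and 100% = no enzyme DMSO wells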
ASAP1 inh: inhibitors of human ASAP1 ArfGAP activity. ASAP1-stimulated ARF1 GTP hydrolysis, GDP FP detection. inhibition, % at 16.5 µM. 360,000 compounds, 0.19% hits. AID 624377; in the data active means inhibition above about 25%;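 further: 0% = vehicle with enzyme and substrate and 100% = no enzyme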
DDE Tn6 FP inh: inhibitors of Tn6 peptide binding to human fibrin DD(E); P02675; Fibrin DD(E) TRITC-Tn6 fluorescence polarization displacement; inhibition, % at 8.3 µM; 370,000 compounds, 0.21% hits; AID 720509;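 active means inhibition above a per-campaign cutoff: mean of compounds within control limits plus 3 SD, cut at about 15% in these data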;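 further: 0% = median of all compound wells on the plate and 100% = blocking peptide control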
ADAM10 inh: ADAM10 inhibition, QFRET primary screen. O14672. AID 720582. inhibition, % at 7 µM. recombinant ADAM10, EDANS/DABCYL FRET peptide cleavage, 3 h. 370,000 compounds, 0.62% hits;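 active means inhibition above a per-campaign cutoff equal to the mean of compounds falling between control-based bounds plus 3 SD, cut at about 20% in these data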;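 further: 0% = DMSO wells while the 100% control is not disclosed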
Target sequence (O14672 214-748 limits assumed): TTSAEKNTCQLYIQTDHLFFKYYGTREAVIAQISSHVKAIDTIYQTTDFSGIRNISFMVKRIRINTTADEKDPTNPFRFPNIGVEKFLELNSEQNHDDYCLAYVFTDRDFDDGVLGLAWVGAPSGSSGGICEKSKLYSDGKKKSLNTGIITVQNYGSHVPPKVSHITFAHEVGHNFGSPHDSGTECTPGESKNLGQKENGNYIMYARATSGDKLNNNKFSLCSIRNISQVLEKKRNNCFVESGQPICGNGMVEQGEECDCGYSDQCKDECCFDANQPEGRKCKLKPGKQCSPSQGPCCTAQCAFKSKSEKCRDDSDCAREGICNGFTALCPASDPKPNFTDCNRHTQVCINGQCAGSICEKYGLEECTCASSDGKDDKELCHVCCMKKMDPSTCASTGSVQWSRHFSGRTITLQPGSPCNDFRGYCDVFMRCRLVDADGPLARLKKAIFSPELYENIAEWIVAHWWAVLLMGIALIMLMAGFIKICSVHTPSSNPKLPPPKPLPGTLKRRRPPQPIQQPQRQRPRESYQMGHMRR
GC-B act: GC-B (human) receptor activation | P20594 | HEK293-GC-B cells, CNP EC30, cGMP TR-FRET; 0% at EC30 CNP, 100% saturating CNP | activation, % at 10 µM | 370,000 compounds, 0.11% hits | AID 1920062;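 active means activation at 10 µM reaching about 35% in either raw or pattern-adjusted values, limit read from the data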
Numbers without * were called inactive; i = inactive; . = no result given.

Values run as follows: NPR1 activator	rCAG RNA binder	DDE Tn6 FP inh	ARFGAP1 inhibitor	GAA850 FXN act	sPLA2-III inh	ASAP1 inh	GC-B act	ADAM10 inh	KLK7 zymogen act
- COC(=O)[C@]12CCCCC=C1N(Cc1ccc(Cl)cc1Cl)C(=O)[C@H](CC(=O)NCc1ccc(C)o1)C2
→ -6	9	-2	-1	.	-14	-4	-4	0	0.1
- CN(C)c1ccc(-c2ccnc3c2CC(C)(C(=O)NCC2CC2)O3)cc1 (stereo not drawn)
→ 1	1	10	-9	-1.8	7	4	4	i	-0.2
- Cc1c(C(=O)N2CCCCCC2)c(S(=O)(=O)NCc2ccccc2Cl)c(C)n1C
→ 0	-4	5	-12	4.6	-5	-4	-2	-2	0.4
- CCC(=O)N1CCC1(C)C(=O)Nc1nccs1 (stereo not drawn)
→ 4	3	-1	-17	4.7	2	1	-3	7	0.1
- CC(=O)Oc1ccc(OC(C)=O)c(S(=O)(=O)c2ccc(C)c(C)c2)c1
→ 4	1	6	18	1.2	-11	-1	7	-3	0.9
- CC(=O)Nc1ccc(C=C(C#N)c2ccc(C)cc2)cc1
→ -7	2	2	16	3.5	-1	14	1	-8	-0.7
- CN1CCN(S(=O)(=O)c2cccc(C(=O)NCCOc3ccccc3F)c2)CC1
→ 3	-5	2	8	1.1	5	-3	4	-11	-0.9
- Cc1ccc(NC(=O)C2C3C=CC4(O3)C2C(=O)N(CCCN2CCOCC2)C4C(=O)NC2CCCCC2)cc1Cl (stereo not drawn)
→ -1	-4	5	-4	1.5	3	2	-2	7	-0.3
- COC(=O)c1c(-c2ccc(OC)cc2)sc2cc3c(cc12)OCO3
→ -1	2	-2	11	5.0	0	1	-7	-482	-44
- CC(C)(C)OC(=O)n1cc(CCO)c2ccccc21
→ -2	-8	8	1	1.1	-6	-5	3	-6	0.2
- O=C(NCC1CCCO1)c1ccc2c(=O)n(Cc3cccc(Br)c3)c(=S)[nH]c2c1 (stereo not drawn)
→ 16	-1	3	-16	2.1	3	-4	4	-3	0.2
- O=C1C2C3C=CC(C3=C(c3ccccc3)c3ccccc3)C2C(=O)N1CCO (stereo not drawn)
→ -12	-5	1	4	-0.3	-12	7	-7	-4	0.4
- O=C(NCc1cccnc1)C1CCN(S(=O)(=O)c2cccc(C(F)(F)F)c2)CC1
→ 0	-1	0	5	1.9	-7	3	-3	-3	0.2
- O=C(CN1C(=O)CCS(=O)(=O)c2ccccc21)Nc1cccc(Cl)c1
→ -3	2	2	-5	0.5	-7	-2	3	3	0.6
- CC(C)Cn1nnc2c(=O)oc3ccccc3c21
→ 6	2	-4	5	1.0	-5	-4	4	-6	0.3
- O=C(Nc1nc(-c2ccc(-c3ccccc3)cc2)cs1)C1CCCO1 (stereo not drawn)
→ 10	7	1	-3	0.0	-5	-4	-1	-12	-1.2
- COc1cccc(NC(=O)CCSc2ccc3ccccc3n2)c1
→ -5	-2	-4	5	2.1	-8	9	-1	11	-0.3
- CCOC(=O)C1(Cc2ccccc2)CCN(Cc2ccon2)CC1
→ 2	-5	-3	-2	3.4	-2	0	-3	0	0.1
- CNC(=O)Cn1nc(C)c2ccccc2c1=O
→ 3	2	1	4	-3.4	0	-5	1	-8	0.4
- COc1ccc(C(C#N)N2N=C(C)CC2(C)C)cc1OC (stereo not drawn)
→ 0	1	5	1	0.1	4	4	3	-5	-0.4
- O=C(CSc1ncc(-c2ccc(F)cc2)[nH]1)NCc1ccco1
→ 3	3	-1	8	1.2	1	4	6	-2	-0.2
- COC(=O)[C@H](Cc1ccccc1)NC(=O)/C=C/[C@H]1O[C@@H](n2cc(C)c(=O)[nH]c2=O)C[C@@H]1O
→ -1	3	5	4	.	4	6	-1	-5	0.3
- Cc1ccc(S(=O)(=O)N2CCN(c3ccc(S(=O)(=O)N4CCOCC4)cn3)CC2)cc1
→ 3	-2	-3	-5	1.8	4	10	-4	4	-1.0
- N#Cc1ccccc1S(=O)c1ccccc1C(=O)Nc1ccccc1 (stereo not drawn)
→ -3	2	6	-5	2.5	0	-13	2	0	0.2
- CCN1CCN(C(=O)C(N)Cc2ccccc2)CC1 (stereo not drawn)
→ 2	0	-9	4	1.2	5	10	-1	0	-0.7
- CC(C)c1cc(C(=O)N/N=C/c2ccoc2)c(O)c(C(C)C)c1
→ 1	8	10	13	3.5	22*	-2	3	-32	-19
- Cc1noc(NS(=O)(=O)c2ccc(NC(=O)c3ccc(F)cc3)cc2)c1C
→ 2	8	-2	-1	1.2	-3	-16	7	-9	0.0
- Cc1nn2c(nc(N3CCOCC3)c3ccccc32)c1C=C(C#N)C#N
→ 13	-1	-5	13	3.1	11	-8	9	-17	-0.7
- COc1ccc(CCNC(=O)CCn2c(=O)[nH]c3cc(OC)c(OC)cc3c2=O)cc1OC
→ -1	-5	0	-1	-0.9	-6	-11	-2	1	-0.2
- CCN(CC(=O)Nc1ccc(NC(C)=O)cc1)C(=O)c1cc(-c2ccccc2Cl)nc2ccccc12
→ 1	7	-6	-3	-8.2	1	0	5	-14	0.1

3 entries already listed, ordered by the number in KLK7 zymogen act, largest number first:
Molecule	KLK7 zymogen act
O=C(NCc1cccnc1)C1CCN(S(=O)(=O)c2cccc(C(F)(F)F)c2)CC1	0.2
Cc1ccc(NC(=O)C2C3C=CC4(O3)C2C(=O)N(CCCN2CCOCC2)C4C(=O)NC2CCCCC2)cc1Cl (stereo not drawn)	-0.3
CN1CCN(S(=O)(=O)c2cccc(C(=O)NCCOc3ccccc3F)c2)CC1	-0.9

Other entries:
Values run as follows: NPR1 activator	rCAG RNA binder	DDE Tn6 FP inh	ARFGAP1 inhibitor	GAA850 FXN act	sPLA2-III inh	ASAP1 inh	GC-B act	ADAM10 inh	KLK7 zymogen act
- O=C(CSc1nc(C2CC2)nc2ccccc12)Nc1ccccc1
→ -1	4	3	3	-0.9	-1	-16	-5	7	-0.2
- CC1CC(C)CN(C(=O)CSc2nnc(-c3ccc(Cl)s3)o2)C1 (stereo not drawn)
→ 0	-4	-16	5	-2.8	-1	-7	3	-13	0.3
- CCOc1ccc(NC(=O)CN(C)C(=O)c2cc([N+](=O)[O-])ccc2Sc2ccccc2)cc1OCC
→ 3	3	2	1	-0.9	-8	2	2	3	0.7
- Cc1cc(C)n(-c2ccc(C(=O)Nc3ccc(S(=O)(=O)N(C)C)cc3)cc2)n1
→ 5	1	3	-8	-1.4	-18	-20	-3	3	0.2
- O=c1[nH]cnc2c1oc1ccccc12
→ -3	-1	8	3	-1.4	2	10	-2	2	0.5
- CCOC(=O)COc1ccc(C2CC(C)=NN2c2ccccc2)cc1 (stereo not drawn)
→ 6	1	1	-12	0.3	5	-5	2	-3	-0.2
- Nc1nc(SCc2nnc(SCC(=O)O)n2-c2ccccc2)nc2sc3c(c12)CCCC3
→ 0	61*	-2	10	0.1	-47	-19	-2	-48	0.4
- Cc1cccc(C)c1NC(=O)C1(C)c2cccc[n+]2CC(=O)N1Cc1cccs1 (stereo not drawn)
→ -3	3	-4	4	1.9	-8	4	2	-2	0.0
- Cc1cccc(OCCNc2ccc(C(F)(F)F)cc2[N+](=O)[O-])c1
→ -3	1	-4	5	0.8	0	-18	-3	7	-0.2
- CC(=O)Nc1cccc(NC(=O)/C=C/c2ccc(S(=O)(=O)N3CCOCC3)cc2)c1
→ 1	2	-6	10	0.6	-8	7	2	-5	-0.7
- O=c1cc(-c2ccc(O)c(O)c2)oc2ccc3ccccc3c12
→ -3	41*	-6	-2	-0.7	12	-3	-12	-3	0.4
- Cc1cccnc1Nc1nc(-c2ccc(O)cc2)cs1
→ -1	10	-5	-4	5.4	-13	11	2	2	0.1
- Cc1cc(NC(=O)c2noc3c2CCCC3)nn1Cc1ccc(Cl)cc1
→ -9	-3	-4	2	-1.3	0	-10	-2	16	1.0
- COc1ccc(C2C(C(=O)N3CCN(c4ccccn4)CC3)CCC(=O)N2c2cc(OC)c(OC)c(OC)c2)cc1 (stereo not drawn)
→ 1	-12	0	2	1.0	3	-7	3	-6	0.2
- CC(=O)N1CCCC(c2cc(C(=O)Nc3ccccc3)no2)C1 (stereo not drawn)
→ -1	1	2	19	-6.8	6	11	4	2	0.1
- CCC(C)(C)n1nnnc1C(c1cc2ccc(OC)cc2[nH]c1=O)N1CCc2ccccc21 (stereo not drawn)
→ -6	13	-5	7	1.1	-17	8	2	-18	0.7
- CCC(CO)Oc1cc(NCc2ccc(OC)cc2)c2ncn(C(C)C)c2c1 (stereo not drawn)
→ 8	-8	-4	-1	1.6	-3	-3	5	2	1.0
- CC(C)NC(=O)CSc1ccccc1C(=O)NCc1ccc2c(c1)OCO2
→ 3	-4	3	-1	-0.5	-1	2	3	5	-0.1
- CCOc1ccc(Nc2nc(Cl)nc(N3CCN(c4ccc(OC)cc4)CC3)n2)cc1
→ 1	6	-3	14	1.7	-1	-2	-4	5	-0.1
- Cn1nccc1C(=O)Oc1cccc(/C=N/NC(=O)c2ccccc2O)c1
→ 1	9	2	3	0.7	-2	13	-8	12	0.3
- N=c1c2c3c(sc2ncn1CCN1CCOCC1)CCCCC3
→ 4	-5	2	-15	2.5	0	-10	-5	-12	0.8
- Cc1ccc(-n2ncc3c(=O)n(CC(=O)NC4CCCC4)cnc32)cc1C
→ 9	1	1	-9	1.0	11	7	6	8	-0.8
- C=CCNC(=S)N1CCN(c2ncc(C(F)(F)F)cc2Cl)CC1
→ 0	-4	-6	-8	1.2	16	-1	-1	12	-0.3
- O=C(CSc1nnc(-c2ccc(F)cc2)o1)c1ccc2c(c1)OCCO2
→ 6	-2	-6	0	2.4	-16	0	2	-11	0.1
- O=[N+]([O-])c1cc(Cl)c2cccnc2c1O
→ -10	11	7	3	3.3	6	1	-1	4	0.1
